Screening results from PubChem BioAssay.
G9a inh: qHTS Assay for Inhibitors of Histone Lysine Methyltransferase G9a. actives 8.8% (n = 350,000). Histone-lysine N-methyltransferase EHMT2 (Homo sapiens), Q96KQ7. G9a H3K9 monomethylation, AlphaScreen, 2 h. Potency, µM (highest dose often 102 µM), inactives show at the top dose activity, negative = inhibition, hits mostly inhibitors; also: % is scaled to controls: 0 for no effect and ±100 for the full control effect; nearly all actives have a fitted effect of over 75% in size
Target sequence (Q96KQ7 913-1193 limits assumed): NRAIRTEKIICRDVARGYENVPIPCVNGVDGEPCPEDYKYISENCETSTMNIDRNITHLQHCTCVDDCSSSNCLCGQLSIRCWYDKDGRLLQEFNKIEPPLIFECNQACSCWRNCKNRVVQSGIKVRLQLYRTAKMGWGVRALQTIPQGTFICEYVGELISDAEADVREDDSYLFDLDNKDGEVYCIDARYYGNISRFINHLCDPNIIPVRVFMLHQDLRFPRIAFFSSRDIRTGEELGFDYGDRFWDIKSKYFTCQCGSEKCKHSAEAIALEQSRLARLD
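G9a (20 nM) was preincubated 15 min with compound, then reacted 2 h at room temperature with 500 nM biotin-H3K9 peptide and 20 µM SAM. Monomethyl-H3K9 detected by AlphaScreen using anti-H3K9me1 antibody.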
Tb PGK inh: qHTS Assay to Find Inhibitors of Phosphoglycerate Kinase; PGK/GAPDH coupled, Kinase-Glo luminescence, 60 min; actives 0.043% (n = 380,000); Potency, µM (top dose mostly 57.5 µM), for inactives: top-dose activity change, negative = inhibition, usual class: inhibitors; also: % is scaled to controls: 0 for no effect and ±100 for the full control effect; nearly all actives have a fitted effect of over 60% in size
Target sequence (P07378 whole entry, looked up): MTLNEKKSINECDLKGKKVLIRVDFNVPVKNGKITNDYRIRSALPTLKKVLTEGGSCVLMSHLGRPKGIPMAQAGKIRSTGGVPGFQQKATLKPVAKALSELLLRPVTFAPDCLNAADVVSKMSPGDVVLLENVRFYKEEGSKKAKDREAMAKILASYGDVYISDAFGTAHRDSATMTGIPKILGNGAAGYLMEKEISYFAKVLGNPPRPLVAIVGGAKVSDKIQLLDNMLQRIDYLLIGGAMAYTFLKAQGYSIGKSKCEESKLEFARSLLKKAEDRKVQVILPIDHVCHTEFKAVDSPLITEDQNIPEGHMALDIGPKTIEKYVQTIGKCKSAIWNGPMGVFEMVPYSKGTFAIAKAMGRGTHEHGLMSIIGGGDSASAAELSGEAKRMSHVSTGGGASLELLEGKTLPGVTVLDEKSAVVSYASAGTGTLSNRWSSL
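Recombinant glycosomal PGK reaction used 1,3-bisphosphoglycerate generated in-well by GAPDH (100nM final) in 100mM TEA pH 7.6, 5mM MgCl2, 0.01% Tween-20. After 60 minutes at room temperature, ATP was read by Kinase-Glo Plus luminescence end-point.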
BAZ2B block: qHTS Assay for Inhibitors of BAZ2B; Potency, µM (top dose mostly 114 µM), for the others: at the highest dose activity change, negative = inhibition, most hits filed as inhibitors; actives 4.4% (n = 360,000); AlphaScreen BAZ2B-H3K14Ac peptide displacement; also: % is scaled to controls: 0 for no effect and ±100 for the full control effect; nearly all actives have a fitted effect of over 60% in size
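AlphaScreen luminescence quantifies BAZ2B engagement of H3K14Ac peptide; the protein and biotinylated peptide are both at 50 nM final, buffer PBS pH 7.4 with 0.01% Tween-20, all steps at room temperature.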
GLS inhibitor: qHTS for Inhibitors of Glutaminase (GLS) | Glutaminase kidney isoform, mitochondrial (Homo sapiens), O94925 | GLS enzymatic activity, qHTS titration | Potency, µM (doses to about 45.5 µM), for the others: at the top dose activity change, negative = inhibition, most hits filed as inhibitors | actives 0.21% (n = 410,000) | AID 624170, 2012; also: % is scaled to controls: 0 for no effect and ±100 for the full control effect
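hKGA in 45 mM KH2PO4 pH 8.2, 0.02% Tween-20 with pin-transferred compounds; 1 mM L-glutamine (stock) plus glutamate oxidase/HRP/Amplex Red coupling added. Fluorescence read initially and after 30 min at RT.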
JMJD2A Tudor: qHTS Assay for Inhibitors of JMJD2A-Tudor Domain | actives 4.4% (n = 390,000) | Lysine-specific demethylase 4A (Homo sapiens), O75164 | Potency, µM (top dose mostly 114 µM), for the others: top-dose activity change, negative = inhibition, most hits filed as inhibitors | AlphaScreen JMJD2A-Tudor / H3K4me3 peptide binding; also: % is scaled to controls: 0 for no effect and ±100 for the full control effect; nearly all actives have a fitted effect of over 50% in size
Pin1 inhibitor: qHTS Assay to Find Inhibitors of Pin1; actives 0.009% (n = 390,000); Pin1 FP peptide displacement, HiFluor488, 10 min; Peptidyl-prolyl cis-trans isomerase NIMA-interacting 1 (Homo sapiens), Q13526; Potency, µM (highest dose often 115 µM), for inactives: top-dose activity, negative = inhibition, hits mostly inhibitors; AID 504891, 2011; active = well fitted inhibition curve with a large enough effect in the polarisation, with a control signal flat, not every such curve was filed as active; inconclusive = small, poorly fitted or top-dose-only effect, or effect the other way, or a change in a side signal; inactive = no such curve, though single readings can be large or run the other way; the % refers to the polarisation; also: % is scaled to controls: 0 for no effect and ±100 for the full control effect
Target sequence (Q13526 whole entry, looked up): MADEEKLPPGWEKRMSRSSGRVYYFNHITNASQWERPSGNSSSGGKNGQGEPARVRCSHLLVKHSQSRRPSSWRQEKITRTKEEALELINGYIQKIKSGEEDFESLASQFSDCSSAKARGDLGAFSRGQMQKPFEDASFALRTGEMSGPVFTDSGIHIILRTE
Pol iota inh: qHTS for Inhibitors of Polymerase Iota | Pol iota fluorescent replication assay, 10 min | Potency, µM (highest dose often 115 µM), for the others: at the highest dose activity, negative = inhibition, most hits filed as inhibitors | actives 1% (n = 390,000) | DNA polymerase iota (Homo sapiens), Q9UNA4
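Fluorescent replication assay read twice, at 0 min and 10 min after adding 50 nM (final) substrate. Enzyme (10 nM) and compounds were first incubated 15 min at room temperature; enzyme-free buffer wells were negative controls.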
BLM helicase inh: qHTS Assay for Inhibitors of Bloom's syndrome helicase (BLM). RecQ-like DNA helicase BLM (Homo sapiens), P54132. recombinant BLM DNA unwinding, fluorescence dequenching. Potency, µM (highest dose often 56.1 µM), inactives show top-dose activity change, negative = inhibition, most hits filed as inhibitors. actives 0.2% (n = 350,000). AID 2528, 2010;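 also: plate controls were vehicle for no effect and no enzyme for full effect; nearly all actives have a fitted effect of over 35% in size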
HP1b binding inh: HTS for Inhibitors of HP1-beta Chromodomain Interactions with Methylated Histone Tails; actives 0.56% (n = 390,000); Chromobox protein homolog 1 (Homo sapiens), P83916; AID 540317, 2011; Potency, µM (highest dose often 114 µM), for the others: at the top dose activity change, negative = inhibition, most hits filed as inhibitors; AlphaScreen HP1-beta / biotin-H3K9me3 peptide binding; also: nearly all actives have a fitted effect of over 70% in size; inactives centre near 23
Target sequence (P83916 whole entry, looked up): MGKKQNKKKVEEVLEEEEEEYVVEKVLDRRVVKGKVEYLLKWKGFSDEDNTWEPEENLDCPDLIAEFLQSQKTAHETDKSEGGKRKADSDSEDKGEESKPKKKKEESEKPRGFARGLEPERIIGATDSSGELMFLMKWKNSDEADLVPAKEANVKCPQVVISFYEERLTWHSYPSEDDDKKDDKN
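HP1-beta protein (50 nM final) preincubated 30 min at room temperature with biotinylated H3(1-18)K9me3 peptide (50 nM) in PBS pH 7.4, 0.01% Tween-20, then compound added for 30 min. AlphaScreen streptavidin donor/nickel chelate acceptor beads (10 ug/mL final), 30 min dark, luminescence read.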
* hit, by the source's call; i = inactive; ? = inconclusive; / = not tested or not shown; [ ] = dose if it differs, or a comment. Unless noted, calls follow the shape of the dose curve; as a rule, active = well fitted curve in the direction sought with a large enough effect; inconclusive = small, poorly fitted or top-dose-only effect, or another doubt; inactive = no such curve, though single readings can be large; an effect the other way counts as inactive or inconclusive. Potency is read from the fitted curve at half-maximal effect. This is a subset; count on the stated rates, not on these rows.

SMILES | G9a inh | Tb PGK inh | BAZ2B block | GLS inhibitor | JMJD2A Tudor | Pin1 inhibitor | Pol iota inh | BLM helicase inh | HP1b binding inh
CCc1cccc(NC(=O)CN(C)S(=O)(=O)c2cnc[nH]2)c1 | 42%[12.7 µM] | 7% | 5% | 11% | -11% | -4% | 4% | 0% | 12%
Cc1ccc(S(=O)(=O)NCc2nc3cccnc3n2Cc2ccccc2Cl)c(C)c1 | 34%[59 µM] | 0% | -17% | 0% | -6% | 4% | -3% | -4% | 26%[57 µM]
Cc1ccccc1NC(=O)c1cc2c(-c3ccccc3)nn(-c3ccccc3)c2s1 | 0%[59 µM] | -1% | -2% | -2% | -13% | ? | 1% | -6% | 40%[activator]
COCCC1CCCCN1C(=O)c1ccc(OC)c(OC2CCN(C(C)=O)CC2)c1 (stereo unspecified) | / | -5% | / | -4% | -1% | 8% | -6% | / | 21%
O=C(NCc1cccnc1)c1ccc(CS(=O)(=O)c2ccc(Cl)cc2)o1 | 0%[12.7 µM] | -11% | 2% | -6% | 5% | 1% | 6% | 0% | 30%
COc1ccccc1CNC(=O)CNC(=O)c1cn(-c2ccccc2OC)c(=O)c2ccccc12 | 1% | -5% | -7% | -23% | -2% | -1% | 26% | 0% | 11%
Cc1nc(CN2CCCCC2)c(O)c(=O)[nH]1 | / | -2% | / | 12% | 25µM* | -10% | -1% | / | -16%
O=C(N/C(=C\c1ccc2c(c1)OCO2)C(=O)N1CCOCC1)c1ccccc1Br | -6% | -1% | 0% | -4% | -3% | 3% | 94%[activator] | -1% | 28%
CCN(C(=O)COC(=O)/C=C/c1nc2ccccc2s1)c1c(N)n(Cc2ccccc2)c(=O)[nH]c1=O | / | -2% | / | 6% | -7% | 39%[activator] | -2% | / | 16%
CCCCC(C(=O)NC1CCCC1)N(C(=O)c1snc(C(N)=O)c1N)c1ccc(C)cc1 (stereo unspecified) | -6%[59 µM] | -1% | 5% | -21% | 1% | 7% | -26% | -1% | 33%
CCCN1C2CCCC1CC(NC(=O)Nc1cccc(C(C)=O)c1)C2 (stereo unspecified) | 7%[12.7 µM] | 2% | 0% | 4% | -9% | ? | 33%[activator] | 0% | 18%
CCN1C(=O)C(CC(=O)Nc2ccc(OC)cc2)N(CCCN2CCN(c3ccc(F)cc3)CC2)C1=S (stereo unspecified) | -11%[59 µM] | i | ? | -29% | -18% | 4% | 99%[activator] | -12% | -5%
CN(c1ccccc1)c1nc(N)c(C#N)c(CC#N)c1C#N | 1% | 7% | 9% | -8% | -10% | 3% | 118%[activator] | -11% | 31%
CC(C(=O)OCn1nnc2ccccc2c1=O)N1C(=O)c2ccccc2C1=O (stereo unspecified) | ? | -11% | -3% | -2% | -2% | 1% | 18% | -1% | 15%
CN(C)N1C(N)=C(C#N)C(c2ccc(Br)cc2)C2=C1CC(C)(C)CC2=O (stereo unspecified) | 8% | -6% | -22% | 0% | -10% | 1% | 29% | -3% | 8%
COc1cc(C(=O)NCC(c2ccco2)N2CCOCC2)cc(OC)c1OC (stereo unspecified) | 2% | -2% | -3% | 3% | -10% | -5% | 18% | / | 7%
COc1cccc(C(=O)/C=C/c2ccc(N3CCCCC3)c([N+](=O)[O-])c2)c1 | 7.1µM* | -8% | 10µM* | -4% | 40µM* | 2% | 5% | -9% | ?
CCCCNC(=O)c1cccc(NC(=O)C(=O)c2ccccc2NC(C)=O)c1 | -14% | -5% | 6% | 6% | 4%[57.1 µM] | 2% | 10% | -6% | 21%
Cc1ccc(C)c(NC(=O)Cn2cnc3nc4c(cc3c2=O)CCCC4)c1 | 9%[59 µM] | -5% | 2% | 12% | -5% | 1% | 18% | -4% | 19%[57 µM]
CCCCc1nnc(NC(=O)Cc2ccc(OC)c(S(=O)(=O)N3CCOCC3)c2)s1 | -3%[0.501 µM] | -10% | -7% | 5% | -12% | -4% | 17% | / | 10%
CCC1Oc2ccccc2N(CC(=O)Nc2ccccc2OC)C1=O (stereo unspecified) | 14% | 0% | -3% | -3% | -3% | -11% | -9% | -2% | 24%
CCC(C)[C@H](NC(=O)Nc1ccc(C)cc1C)C(=O)O (stereo partly specified) | 1%[59 µM] | 8% | -3% | 0% | 2% | -3% | 17% | -2% | 24%[57 µM]
CC1(C)Cn2c(nnc2-c2ccccc2)S1 | -11% | -4% | 9% | 3% | 0% | ? | 8% | -1% | 12%
O=C(CSc1nc2ccsc2c(=O)n1-c1ccc(Br)cc1)NCc1ccc(Cl)cc1 | ? | -23% | -2% | -10% | 5% | -7% | 23% | -1% | 40%[activator]
O=C(N/C(=C\c1ccccc1)C(=O)N1CCN(CCO)CC1)c1ccccc1 | -23% | -4% | -1% | 8% | -10% | 2% | 10% | 4% | -1%
O=C(Nc1nnc(SCc2ccccc2)s1)C1=COCCO1 | -9% | 3% | 10% | 7% | -11% | 5% | 23% | / | 28%
CC(=O)c1cccc(NC(=S)NC(=O)CC(C)(C)C)c1 | -6% | i | 3% | 7% | -12% | -4% | 9% | -4% | 25%
O=C(Nc1ccccc1N1CCOCC1)c1cc(-c2ccco2)nc2ccccc12 | ? | -5% | 50µM* | 7% | ? | ? | ? | -23% | ?
Nc1nc(Br)c2ccccc2c1-c1ccc(F)cc1 | 26% | -2% | 36%[activator] | 1% | 44%[activator] | 9% | -25% | -9% | 112%[activator]
CCCCCn1cnc2c(=S)nc(N)[nH]c21 | 8.9µM* | i | ? | -18% | 18µM* | 0% | 9% | 2% | ?
CC(=O)Nc1ccccc1OCC(=O)c1cc(C)n(Cc2cccs2)c1C | -16%[12.7 µM] | 4% | ? | 1% | ? | -2% | -6% | -7% | -13%
Cc1cc(C)c(S(=O)(=O)Nc2cc(C)on2)c(C)c1 | 25% | -8% | -4% | 4% | -2% | -4% | 11% | -2% | 28%
CC(=O)N1/C(=C/c2ccc(N(C)C)cc2)C(=O)c2ccccc21 | 11µM* | -2% | 10µM* | 22% | 18µM* | 33%[activator] | ? | -5% | 22µM*
O=C(COC(=O)CNS(=O)(=O)c1ccc(F)c(F)c1F)Nc1ccc(OC(F)F)cc1 | 4%[59 µM] | 4% | 11% | -1% | -17% | 0% | 20% | -6% | 22%
CCN1CCc2c(sc(NC(=O)Cc3ccccc3)c2C(N)=O)C1 | / | i | 33%[activator] | 12% | -10% | 0% | 9% | 2% | 7%
CCN(c1ccc(C(=O)CSc2nnc(C3CC3)n2C2CC2)cc1)S(C)(=O)=O | ? | -5% | 10% | -4% | -18% | ? | 9% | / | 5%
COc1cccc(C2(c3cccc(OC)c3)CC2C(=O)Nc2cccc3ccccc23)c1 (stereo unspecified) | -4%[59 µM] | -8% | 14% | -10% | 3% | -3% | -7% | 0% | 17%
CCCc1ccc(S(=O)(=O)N2CCN(C(C)C(=O)NC3CCCC3)CC2)cc1 (stereo unspecified) | -18% | -4% | -3% | -3% | -4% | -5% | 30%[activator] | / | 49%[activator]
COc1ccc(NC(=O)N(C)C[C@H]2Oc3c(NC(=O)C4CCCCC4)cccc3C(=O)N([C@H](C)CO)C[C@@H]2C)cc1 | / | -13% | / | -3% | -16% | -2% | -3% | / | 32%
O=C1C(=O)N(Cc2ccccc2)C(=O)N1CCOc1ccccc1 | 8% | -3% | 3% | 11% | -18% | -6% | 83%[activator] | -5% | -5%

Structures listed so far shown as hits in HP1b binding inh.
SMILES | G9a inh | Tb PGK inh | BAZ2B block | GLS inhibitor | JMJD2A Tudor | Pin1 inhibitor | Pol iota inh | BLM helicase inh | HP1b binding inh
CC(=O)N1/C(=C/c2ccc(N(C)C)cc2)C(=O)c2ccccc21 | 11µM* | -2% | 10µM* | 22% | 18µM* | 33%[activator] | ? | -5% | 22µM*

(cont.)
SMILES | G9a inh | Tb PGK inh | BAZ2B block | GLS inhibitor | JMJD2A Tudor | Pin1 inhibitor | Pol iota inh | BLM helicase inh | HP1b binding inh
CCOc1ccc(/C=N/Nc2cc(C)nc(N3CCOCC3)n2)cc1 | 6% | -9% | -13% | 11% | -12% | -5% | 47%[activator] | -5% | 20%
Cc1ccc(NC(=O)CN(C)C(=O)/C=C/c2cccs2)cc1 | 2%[59 µM] | -11% | -4% | -3% | -3% | -8% | 12% | 3% | 49%[activator]
CCOc1ccc(NC(=O)Cn2c(=O)cc(C)c3c(C)nn(C)c32)cc1 | 18%[59 µM] | 8% | -6% | 3% | -14% | -1% | 9% | -1% | 22%
CCn1nc(C)cc1C(=O)OCC(=O)c1ccc(Cl)cc1 | 91%[activator] | -4% | 19% | -4% | 13% | -13% | -16% | -3% | 42%[activator]
O=C(C[C@@H]1NS(=O)(=O)OC2CCCCC21)c1ccccc1 (stereo partly specified) | -8% | -10% | 4% | 11% | -18% | 2% | ? | 0% | 24%
CC(C)CC1NC(=O)N(CC(=O)N2CCN(S(=O)(=O)c3ccc(Cl)cc3)CC2)C1=O (stereo unspecified) | 12%[59 µM] | -3% | -7% | 0% | -1% | 1% | 6% | -9% | 35%
COc1cc(N2C(=O)c3ccccc3C2=O)c(Cl)cc1C(=O)OCC(=O)N1CCOCC1 | -20% | -4% | -16% | -15% | -9% | -1% | 13% | -3% | 34%
O=C(CSc1nc2ccccc2nc1N1CCCC1)Nc1ccc(F)cc1 | -1% | 2% | 28% | 3% | 6% | 6% | 12% | 0% | 58%[activator]
COc1ccccc1NC(=O)CSc1nnc(C)n1CC1CCCO1 (stereo unspecified) | -7%[59 µM] | 2% | 45%[activator] | 7% | -6% | 4% | -3% | 3% | 18%
CCN(C(C)=O)c1cccc2ccccc12 | 0% | -1% | 0% | 2% | -8% | -1% | 10% | 1% | 20%
COc1ccccc1C(=O)C1CCCN(C(=O)c2snnc2C)C1 (stereo unspecified) | / | i | 0% | -1% | -10% | 1% | 61%[activator] | 3% | 46%[activator]
